Source: PubChem (National Center for Advancing Translational Sciences (NCATS))
SW480 rerep: inducers of DNA re-replication in SW480 colon cancer cells. SW480 DNA re-replication, Hoechst DNA content imaging, 48 h. Potency, µM (titrated, usually from 46.1 µM), for the others: top-dose re-replication activation, most hits filed as activators. actives 1.8% (n = 340,000). AID 624297; further: potency means the concentration at half of the fitted maximal effect; % of control where 0% means no effect; nearly all actives have a fitted effect of over 55% in size
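Image-based read-out: total Hoechst fluorescence of nuclei (405 nm excitation, 500-530 nm emission), with hits raising the fraction of high-intensity nuclei. SW480 colon cells incubated 48 hr with compounds at 37 C.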
HT1080 IDH1KD tx: HT-1080 IDH1 knockdown cell toxicity (counter line) | AID 686971 | Potency, µM (highest dose often 46.1 µM), inactives show top-dose activity, negative = toxicity, most hits filed as cytotoxic | HT-1080 IDH1 knockdown viability, ATP luminescence, 48 h | actives 2% (n = 360,000);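 further: potency means the concentration at half of the fitted maximal effect; 0% = DMSO wells and -100% = cell-free medium wells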
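IDH1KD HT-1080 cells, 750/well, RPMI + 5% FBS; compound pinned after 2 h settling; 48 h, 37 °C; CellTiter-Glo luminescence; % activity normalised to DMSO and no-cell wells; curves fitted, classed by r2 and efficacy.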
D3 antag: antagonists of human D3 dopamine receptor. P35462. D3R cells, DiscoveRx beta-arrestin luminescence, antagonist mode; stronger effect = lower value. max response, negative = inhibition, %. actives 2.5% (n = 360,000). AID 652054; in the data active means max response below about -50%; inconclusive means no clear call, values can overlap the other calls; further: on the % scale 0 is the no-effect control and ±100 the full control effect; mostly tested at two doses, the higher about 12 µM
Target sequence (P35462 whole entry, looked up): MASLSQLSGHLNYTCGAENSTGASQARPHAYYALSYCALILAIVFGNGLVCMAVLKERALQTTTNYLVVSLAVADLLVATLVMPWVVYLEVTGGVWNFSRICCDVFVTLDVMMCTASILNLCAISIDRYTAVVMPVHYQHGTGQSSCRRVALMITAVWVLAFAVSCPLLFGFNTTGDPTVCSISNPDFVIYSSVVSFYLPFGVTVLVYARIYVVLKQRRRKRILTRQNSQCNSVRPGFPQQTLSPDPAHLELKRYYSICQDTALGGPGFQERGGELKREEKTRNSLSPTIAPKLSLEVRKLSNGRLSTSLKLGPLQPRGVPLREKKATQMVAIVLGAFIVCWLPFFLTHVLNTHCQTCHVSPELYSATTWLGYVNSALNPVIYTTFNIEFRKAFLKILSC
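Cells expressing the human receptor were seeded at 1500 cells/well, incubated overnight at 37 degrees C in 5% CO2, then exposed to library compounds with dopamine controls for 90 minutes at 37 degrees C before luminescent detection.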
HT1080NT lethal: kills 2HG-producing HT-1080-NT fibrosarcoma cells. HT-1080-NT fibrosarcoma viability, CellTiter-Glo ATP luminescence, 48 h. Potency, µM (highest dose often 46.1 µM), for the others: top-dose activity, negative = less viability, hits mostly cytotoxic. actives 1.6% (n = 360,000);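 further: NT is the 2HG producing partner of a matched IDH1 knockdown line; potency means the concentration at half of the fitted maximal effect; 0% = DMSO-treated cells and -100% = media-only wells without cells; nearly all actives have a fitted effect of over 55% in size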
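Fibrosarcoma NT cells, 750 per well in 5% FBS RPMI, were exposed to compound for 48 hours. Viability: CellTiter-Glo luminescence.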
KB-3-1 cytotox: KB-3-1 parental cell cytotoxicity | actives 1.4% (n = 400,000) | AID 1347075 | KB-3-1 viability, CellTiter-Glo ATP luminescence, 72 h | Potency, µM (series often up to 46.1 µM), without a hit: top-dose activity change, negative = cytotoxic, most hits filed as cytotoxic; further: potency means the concentration at half of the fitted maximal effect; on the % scale 0 is the no-effect control and ±100 the full control effect; nearly all actives have a fitted effect of over 60% in size
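Here the drug-naive KB-3-1 line serves as comparator for MDR sub-line selectivity; cells received compound titrations, 72 h at 37 °C, then CellTiter-Glo readout.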
DRD3 agonist: activates the human D3 dopamine receptor; actives 0.58% (n = 410,000); D3R DiscoveRx beta-arrestin cells, luminescence, 90 min; max activation, %; P35462; in the data active means max activation above about 30%; further: 0% is about no effect; mostly tested at two doses, the higher about 12 µM
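Agonist-mode cell screen: cells plated at 1500/well and incubated overnight at 37 °C, then exposed to library compounds for 90 min at 37 °C. Detection reagent was added for 30–60 min at room temperature, and luminescence was read.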
IL-1B inflam inh: blocks inflammasome-driven IL-1 beta release; THP-1 LPS/ATP IL-1B secretion, AlphaLISA, 16 h; stronger effect = lower value; activity change, % at 57.5 µM; actives 4.7% (n = 360,000); AID 743279; in the data active means activity change below about -50%; inconclusive means mostly about -30% to -49%; further: on the % scale 0 is the no-effect control and ±100 the full control effect
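Secreted IL-1B measured by AlphaLISA bead assay after 16 h compound exposure of THP-1 cells; compounds (final up to 57.5 uM) added 1 h before LPS (250 ng/mL) and ATP (1.25 mM) stimulation; lower signal means less secretion.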
KB-V1 cytotox: kills drug-selected multidrug resistant KB-V1 cells | Potency, µM (highest dose often 46.1 µM), inactives show at the highest dose activity change, negative = cytotoxicity, actives largely listed as cytotoxic | actives 3.4% (n = 400,000) | KB-V1 MDR cells viability, CellTiter-Glo, 72 h; further: potency means the concentration at half of the fitted maximal effect; on the % scale 0 is the no-effect control and ±100 the full control effect; nearly all actives have a fitted effect of over 60% in size
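Cytotoxicity via CellTiter-Glo luminescence after 72 h compound exposure at 37 degrees C. Cells: drug-selected KB-V1 line, DMEM phenol-red free plus 10% FBS. Compounds tested at multiple concentrations; normalized data fitted to concentration-effect curves.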
GLP-1R agonist: GLP-1 receptor (human) agonism; actives 0.007% (n = 380,000); Potency, µM (titrated, usually from 45.6 µM), for inactives: top-dose activation, actives largely listed as activators; HEK293 GLP-1R CRE-luciferase, luminescence, 4-6 h; cells express a hypersensitive GLP-1R form; P43220; further: potency means the concentration at half of the fitted maximal effect; % of control where 0% means no effect
Target sequence (P43220 whole entry, looked up): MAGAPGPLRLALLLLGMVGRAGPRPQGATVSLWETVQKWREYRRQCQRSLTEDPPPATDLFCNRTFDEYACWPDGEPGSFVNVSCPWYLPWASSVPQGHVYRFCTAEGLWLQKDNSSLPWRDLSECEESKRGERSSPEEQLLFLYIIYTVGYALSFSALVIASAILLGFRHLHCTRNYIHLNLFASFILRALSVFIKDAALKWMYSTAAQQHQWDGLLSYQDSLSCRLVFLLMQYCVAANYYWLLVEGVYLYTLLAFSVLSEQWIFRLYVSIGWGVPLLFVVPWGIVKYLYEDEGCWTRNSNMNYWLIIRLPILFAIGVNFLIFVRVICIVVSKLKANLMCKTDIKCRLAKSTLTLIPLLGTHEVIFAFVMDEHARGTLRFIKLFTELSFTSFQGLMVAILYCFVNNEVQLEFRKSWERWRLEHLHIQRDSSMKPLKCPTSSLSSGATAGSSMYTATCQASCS
* hit, by the source's call; ? = inconclusive; · = no result given; [ ] = dose if it differs, or a comment. Unless noted, the call rests on the fitted dose curve; in most records, active means well fitted curve in the direction sought with a large enough effect; inconclusive means small, poorly fitted or top-dose-only effect, or another doubt; inactive means no such curve, though single readings can be large; an effect the other way counts as inactive or inconclusive.

| structure | SW480 rerep | HT1080 IDH1KD tx | D3 antag | HT1080NT lethal | KB-3-1 cytotox | DRD3 agonist | IL-1B inflam inh | KB-V1 cytotox | GLP-1R agonist |
| --- | --- | --- | --- | --- | --- | --- | --- | --- | --- |
| Cc1cccc(NC(=O)c2cccc(C(=O)Nc3cccc(C)n3)c2)n1 | -12% | -4% | 3 | -4% | -6% | -2 | -5 | -4% | -2% |
| COc1ccc(C2CC(=O)Oc3cc(OC)ccc32)cc1 (stereo not given) | -6% | 1% | 8 | -2% | 0% | -30 | 5 | -1% | -2% |
| C[C@H]1CN([C@@H](C)CO)C(=O)c2cccc(NC(=O)Nc3ccc(F)cc3)c2O[C@@H]1CN(C)Cc1ccc(C(=O)O)cc1 | -16% | 2% | 19 | 0% | 18% | 15 | 27 | ? | 8% |
| O=S(=O)(NCCc1ccc(Cl)cc1)c1cccc2cccnc12 | -32% | 2% | 8 | 13% | 0% | -3 | 9 | 15% | 18% |
| COc1cc2c(cc1N/C=C(\C#N)c1nc(-c3ccccc3)cs1)oc1ccccc12 | 0% | 12% | -10 | 15% | 0% | 0 | 48 | 9% | 0% |
| Cc1ccc2c(cnn2C(=O)CCC(=O)N2CCCCC2)c1 | 1% | 9% | -4 | -4% | 5% | 1 | 17 | -3% | 17% |
| CC1CN(C2CCN(S(=O)(=O)c3ccccc3)CC2)CC(C)O1 (stereo not given) | -1% | -1% | ? | 1% | -7% | -8 | 0 | -29% | -1% |
| CC(C)(C)C1CCc2onc(C(=O)NCc3ccc(F)cc3)c2C1 (stereo not given) | 5% | 16% | 6 | 20% | 0% | -2 | -30 | ? | -9% |
| O=C(O)CNc1nc(-c2ccccc2)c2cc([N+](=O)[O-])ccc2n1 | · | -9% | -12 | -7% | 4% | -2 | 0 | 15% | ? |
| COCCCNC(=O)c1cc(Nc2ccc(OC)cc2OC)nc2ccccc12 | -2% | 0% | 2 | 2% | -3% | -1 | -5 | 0% | 3% |
| CC1(C(=O)NS(=O)(=O)Cc2ccccc2)CCN1C(=O)Cc1ccccc1Cl (stereo not given) | · | -8% | -29 | 12% | 9% | 2 | -2 | -15% | -3% |
| CCOc1ccc(CCNC(=O)COC(=O)c2c(C)nn(-c3ccccc3)c2C)cc1OCC | -2% | -8% | 10 | -17% | -3% | 2 | -18 | -39% | 13% |
| CCCCCCCC(=O)NC(Nc1ccccc1OC)C(Cl)(Cl)Cl (stereo not given) | ? | ? | -27 | -2% | ? | -10 | ? | ? | -16% |
| CCOC(=O)C(NC(C)=O)(NS(=O)(=O)c1ccccc1)C(F)(F)F (stereo not given) | 0% | 0% | 21 | -9% | -2% | 3 | 5 | 1% | -2% |
| CCCCCCNC(=O)c1ccc(Br)o1 | -8% | 8% | 7 | 1% | 0% | 10 | 5 | 29% | -3% |
| Cc1cc(Cl)ccc1NC(=O)CN1CCCC1 | -14% | 17% | 4 | 13% | -2% | -23 | -4 | -28% | 10% |
| O=C(c1cc(S(=O)(=O)N2CCCC2)c(Cl)cc1Cl)N1CCCC1 | 4% | 9% | -4 | 18% | ? | -5 | 12 | -2% | 4% |
| O=C(c1ccc(CS(=O)c2ccccc2Cl)o1)N1CCN(c2ccccc2)CC1 (stereo not given) | 2.6µM* | 0.52µM* | -21 | ? | 1µM* | -10 | 142 | ? | 10% |
| Cc1ccc(Sc2ncccc2[N+](=O)[O-])cc1 | 4% | 6% | 3 | 4% | -4% | -6 | -2 | 7% | 8% |
| O=C(N=C1SC2CS(=O)(=O)CC2N1c1ccc(OC(F)(F)F)cc1)C1CC1 (stereo not given) | 2% | 12% | 10 | 12% | 5% | -4 | 0 | 9% | -1% |
| O=C(CCSc1ccccc1)NCCSc1ccccn1 | -13% | 0% | 6 | 1% | 10% | 4 | 22 | 0% | 0% |
| O=C(O)c1cccc(S(=O)(=O)NCC2COc3ccccc3O2)c1 (stereo not given) | -3% | -10% | -23 | -2% | -4% | -24 | -9 | -9% | -3% |
| COc1ccccc1OCC(=O)Nc1ccc(S(=O)(=O)N2CCCC2)cc1 | -7% | 6% | -12 | 11% | 1% | -2 | -8 | -8% | 11% |
| OCCN1CCN(CC(O)COc2ccc(-c3ccccc3)cc2)CC1 (stereo not given) | -11% | -23% | -62* | -28% | -3% | 2 | -5 | 4% | 0% |
| CCN(CC)S(=O)(=O)c1ccc(OC(C)C)c(N)c1 | 0% | 5% | 1 | 7% | -8% | 1 | -9 | -4% | 13% |
| O=C1C(Cl)=C(NCC2CCCO2)C(=O)N1Cc1ccccc1 (stereo not given) | 0% | 3% | 20 | 1% | ? | 4 | 4 | ? | 1% |
| Cc1cccc(NC(=O)c2cc(NC(=O)C3CC=CCC3C(=O)O)ccc2N2CCOCC2)c1 (stereo not given) | 0% | 12% | 16 | 6% | 0% | 1 | 14 | 3% | 0% |
| Cc1cccc(-c2noc(CCC(=O)Nc3ccc(C(N)=O)cc3)n2)c1 | -9% | -7% | 20 | 0% | 3% | 3 | 20 | 17% | 1% |
| Cc1ccc(NC(=O)CSc2n[nH]c(=O)n2C2CC2)cc1S(=O)(=O)N1CCOCC1 | 3% | 0% | -22 | 9% | 0% | -1 | 12 | 2% | 6% |
| O=C1C2CCCN2C(c2ccccc2)N1c1ccc(F)cc1 (stereo not given) | 0% | -1% | 10 | -2% | -7% | -1 | 36 | -5% | -3% |
| Nc1nc(-c2ccc3c(c2)CCC(=O)N3)cs1 | -2% | 0% | 9 | 1% | 5.2µM* | 0 | -21 | 3.7µM* | 18% |
| NS(=O)(=O)c1ccc(NN=C2CCN(Cc3ccccc3)CC2)c([N+](=O)[O-])c1 | -3% | -9% | 7 | 1% | 1% | 2 | 18 | -3% | 0% |
| c1ccc(Nc2ccnc(Nc3ccccc3)n2)cc1 | ? | ? | 2 | -28% | ? | 5 | · | 18µM* | 23% |
| CCN(CC)c1ccc2cc(-c3nc4ccccc4[nH]3)c(=O)oc2c1 | 5.2µM* | 11% | 19 | 0% | ? | 8 | 5 | ? | 0% |
| O=C(c1ccco1)N1CCN(S(=O)(=O)c2ccc3c(c2)OCCO3)CC1 | 6%[9.22 µM] | -7% | -7 | -1% | -2% | -2 | -10 | -18% | 3% |
| O=C(Nc1nnc(C2CC2)s1)C1COc2ccccc2O1 (stereo not given) | -3% | 14% | 9 | 22% | 10% | 2 | -2 | -14% | -3% |
| O=[N+]([O-])c1cc(-c2cccnc2)n[nH]1 | 4% | 8% | -2 | 4% | -16% | 25 | -2 | 29% | 7% |
| OCCN(Cc1ccccc1)CC(O)COc1ccc2c(c1)OCO2 (stereo not given) | -5% | -1% | 14 | -14% | 13% | 2 | 0 | -1% | 11% |
| CC(C)(C)Cc1nnc(NC(=O)CN2C(=O)c3ccccc3C2=O)s1 | -23% | 9% | 20 | -1% | 15% | 10 | 3 | 11% | -2% |
| Cc1cccc(N2CCN(C(=O)C3CCN(S(=O)(=O)c4ccc5c(c4)oc(=O)n5C)CC3)CC2)c1C | · | · | · | · | -7% | -5 | · | 22% | 0% |
| O=C(COC(=O)c1n[nH]c2ccccc12)c1cc(F)ccc1F | 3% | -1% | -16 | 1% | 1% | -5 | -4 | -2% | 6% |
| CN(C)CCCN(C(=O)c1ccc2ccccc2c1)c1nc2cc3c(cc2s1)OCO3 | 3% | ? | -23 | ? | 0% | -12 | -93* | -4% | -1% |
| COc1ccc2c(c1)c(N1CCCC1=O)c(C(=O)Nc1ccc(Cl)cc1C)n2C | · | · | · | · | -3% | -6 | · | -28% | 6% |
| CCOC(=O)c1nc(-c2ccccc2)oc1N1CCOCC1 | 1% | -1% | -18 | -11% | -16% | -3 | -4 | -19% | 18% |
| O=c1oc2ccccc2c2c1ncn2-c1ccccc1 | -8% | -29% | -3 | -2% | -4% | -5 | 15 | -5% | 24% |
| O=P1(c2ccccc2)C=Cn2c1cc1c2CCCC1 (stereo not given) | 3% | 7% | -13 | 2% | 5% | 13 | 22 | -9% | -6% |
| O=C(NCCC1=CCCCC1)c1ccc(F)c(S(=O)(=O)N2CCOCC2)c1 | -11%[9.22 µM] | 1% | 7 | 16% | -8% | 1 | 29 | -1% | -14% |
| CCOC(=O)c1c(NC(=O)C(C)Sc2cn(CCNC(=O)c3ccccc3OC)c3ccccc23)sc2c1CCC2 (stereo not given) | · | · | · | · | 2% | 5 | · | ? | -1% |
| COc1cc(CNc2ncnc3c2ncn3[C@H]2CN(Cc3ccc(-c4ccccc4)cc3)C[C@@H](CO)O2)cc(OC)c1OC | · | ? | 0 | ? | ? | -2 | 0 | -3% | -4% |
| CC12CC3(C)CC(C)(C1)CC(C(=O)NCc1cccnc1)(C2)C3 | -12%[9.22 µM] | -13% | 3 | -18% | -14% | 8 | 7 | ? | 2% |
| CCOc1nc2ccccc2cc1C=O | ? | -29% | 22 | -15% | -8% | -1 | 55 | -5% | 9% |
| CC(C)CCCN1C(N(C)C)=NC[C@@H]1Cc1ccccc1 | -5% | -18% | 32 | -15% | 1% | 2 | -14 | 2% | 3% |
| COc1ccc(-c2noc(CN3CCN(C(=O)c4cccs4)CC3)n2)c(OC)c1OC | -15% | 9% | 4 | 6% | 11% | 0 | -3 | 0% | 6% |
| CC(=O)c1c(C)[nH]c(C(=O)N2CCc3ccccc32)c1C | 1% | 8% | 0 | 0% | -6% | -1 | 39 | -12% | -6% |
